PfGluPho inh: PfG6PD (Plasmodium falciparum) enzyme inhibition; PfGluPho enzyme, NADPH resazurin-diaphorase fluorescence; 0.78% of 350,000 active; inhibition, % at 20 µM;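 active = inhibition reaching at least a set limit at 20 µM in the primary screen, cut at about 59% in these data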;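 note: 0% = DMSO wells with substrate and 100% = DMSO wells lacking glucose-6-phosphate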
SENP6 inh: blocks the human protease SENP6; 1.8% of 330,000 active; Recombinant SENP6 catalytic domain, aminoluciferin luminescence; Q9GZR1; AID 2599; inhibition, % at 10 µM;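 active = inhibition above about 50% at the single tested dose, limit read from the data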;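 note: plate controls were DMSO wells with enzyme for no effect and DMSO wells lacking enzyme for full effect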
Target sequence (Q9GZR1 628-1112 limits assumed): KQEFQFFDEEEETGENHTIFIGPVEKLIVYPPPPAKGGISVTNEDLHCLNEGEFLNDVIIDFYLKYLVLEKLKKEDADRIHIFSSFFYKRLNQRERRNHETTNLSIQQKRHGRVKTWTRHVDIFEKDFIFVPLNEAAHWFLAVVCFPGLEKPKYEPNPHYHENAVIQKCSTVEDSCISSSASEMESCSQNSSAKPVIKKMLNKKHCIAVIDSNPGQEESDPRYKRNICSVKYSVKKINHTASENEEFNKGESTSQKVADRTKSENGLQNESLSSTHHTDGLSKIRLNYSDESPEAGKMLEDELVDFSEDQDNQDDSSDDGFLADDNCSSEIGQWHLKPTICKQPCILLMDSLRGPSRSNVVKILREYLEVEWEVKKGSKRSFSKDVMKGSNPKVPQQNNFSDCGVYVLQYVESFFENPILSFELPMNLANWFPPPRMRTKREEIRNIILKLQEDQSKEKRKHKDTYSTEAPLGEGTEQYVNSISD
SENP7 inh: inhibitors of human SENP7 protease | Q9BQF6 | recombinant SENP7, Z-RLRGG-aminoluciferin luminescence, 40 min | inhibition, % at 5 µM | 1.5% of 330,000 active;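 active = inhibition above about 50% at the single test dose, limit read from the data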;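 note: plate controls were DMSO with enzyme for no effect and no enzyme buffer wells for full effect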
Target sequence (Q9BQF6 706-1050 limits assumed): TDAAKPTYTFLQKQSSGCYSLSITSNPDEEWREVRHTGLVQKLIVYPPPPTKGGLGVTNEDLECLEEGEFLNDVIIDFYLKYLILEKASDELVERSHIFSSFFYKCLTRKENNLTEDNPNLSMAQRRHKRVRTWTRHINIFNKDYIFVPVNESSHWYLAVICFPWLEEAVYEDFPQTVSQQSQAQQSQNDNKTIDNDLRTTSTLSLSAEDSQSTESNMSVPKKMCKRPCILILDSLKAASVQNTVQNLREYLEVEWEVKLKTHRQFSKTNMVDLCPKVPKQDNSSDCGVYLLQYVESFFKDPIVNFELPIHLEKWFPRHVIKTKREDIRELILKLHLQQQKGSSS
GRIN3A LBD mod: modulates the human NR3A ligand-binding domain; NR3A LBD differential scanning fluorimetry, Tm shift; 0% = protein alone, 100% = glycine-bound protein; Tm shift relative to glycine control, % at 25 µM; 2.5% of 340,000 active;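 active = melting temperature shift of at least 10% of the positive control shift, at one fixed dose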
MPTP inh: permeability transition pore inhibition; AID 602449; inhibition, % at 10 µM; isolated mouse mitochondria, Ca2+ swelling absorbance, 30 min; 1.4% of 360,000 active;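 active = inhibition of 50% or more, scaled per plate between neutral and stimulator controls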;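 note: 0% = DMSO wells given calcium and 100% = 1 mM EGTA wells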
SENP8 inh: blocks human SENP8 cleavage of Nedd8 substrate | inhibition, % at 20 µM | Q96LD8 | 0.64% of 360,000 active | recombinant SENP8, Nedd8 substrate fluorescence; in the data active = inhibition mostly above about 40%, no sharp cut-off; inactive = mostly below about 27%
Target sequence (Q96LD8 whole entry, looked up): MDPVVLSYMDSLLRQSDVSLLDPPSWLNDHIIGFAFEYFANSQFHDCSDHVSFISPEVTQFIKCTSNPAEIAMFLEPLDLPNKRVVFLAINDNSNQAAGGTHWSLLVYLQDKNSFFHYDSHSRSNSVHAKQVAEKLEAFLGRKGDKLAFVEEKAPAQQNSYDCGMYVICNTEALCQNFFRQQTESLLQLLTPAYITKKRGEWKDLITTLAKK
HKDC1 inhibitor: HKDC1 (human) hexokinase inhibition | inhibition, % at 20 µM | AID 493160 | recombinant HKDC1, G6PDH/diaphorase resazurin coupled fluorescence | 0.16% of 340,000 active;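 active = inhibition above about 35% when tested at 20 µM, limit read from the data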;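 note: plate controls were DMSO wells with enzyme for no effect and DMSO wells lacking enzyme for full effect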
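Test system: Recombinant HKDC1 (HK5) hexokinase enzyme, produced in-house | Input: HKDC1 at 5 µg/mL | Buffer or medium: Tris pH 8.0 buffer with MgCl2, Tween-20, BSA, BME | Schedule: 90 min reaction incubation at room temperature, dark | Technique: Resazurin-to-resorufin fluorescence via G6PDH and diaphorase coupling, 525/613 nm | Controls: DMSO wells with and without enzyme mix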
ATG4B inhibitor: blocks human ATG4B protease cleavage of LC3 substrate; Q9Y4P1; ATG4B cleavage of LC3-PLA2, NBD-HPC fluorescence, 1 h; inhibition, % at 8.33 µM; 0.51% of 340,000 active; in the data active = inhibition above about 40%
* = called active by the depositor; . = no result given.

SMILES	PfGluPho inh	SENP6 inh	SENP7 inh	GRIN3A LBD mod	MPTP inh	SENP8 inh	HKDC1 inhibitor	ATG4B inhibitor
CC1CCN(C(=O)C2CCC(=O)N(Cc3ccc(Cl)cc3)C2)CC1 (stereo unspecified)	1	-27	3	1	-0.5	9	-3	-4
Cc1ccc(C(F)(F)F)cc1NC(N)=S	-1	5	9	0	1.5	14	-3	3
CCCCCC(=O)N/N=C/c1cc(Br)c(O)c(OC)c1	-9	-1	-1	3	0.3	-158	-3	-4
O=C(O)c1ccccc1Nc1ccc([N+](=O)[O-])c2nonc12	-12	1	12	4	9.6	27	3	4
C=CCNC(=S)NNC(=O)COc1ccc2cc(Br)ccc2c1	7	-7	1	-8	0.1	8	-6	10
Cc1[nH]c(=O)[nH]c(=O)c1CSCC(=O)OCC(=O)Nc1ccccn1	-2	-10	3	-2	0.7	4	-2	-1
O=C(Nc1ccc(S(=O)(=O)Nc2ccccc2)cc1)c1ccc(CN2CCOCC2)cc1	18	-1	-6	-3	1.8	12	-2	-14
Cc1ccccc1NC(=O)c1ccccc1NC(=O)c1ccco1	0	-16	-1	3	1.1	8	-4	5
COc1ccc(-n2nc(C(=O)NCC(=O)NCCC3=CCCCC3)c3ccccc3c2=O)c(OC)c1	-18	-12	-4	0	-0.1	-36	-2	3
CCOC(=O)C(Sc1nn(C)c(=S)s1)C(C)=O (stereo unspecified)	-9	-3	-2	-2	6.4	17	-12	-7
O=C(c1cc2nc(-c3ccco3)cc(C(F)(F)F)n2n1)N1CCN(c2ccccn2)CC1	3	2	-1	1	-1.7	-185	-5	-9
O=C1NC(Cc2c[nH]c3ccccc23)C(=O)N1CCOc1ccccc1 (stereo unspecified)	7	-12	8	8	0.2	10	-2	-8
O=C(NC1CCCC1)c1ccc(CN2CCOCC2)cc1	-16	-7	-9	0	3.6	22	-12	-4
c1ccc(-c2nnc(-c3ccco3)n2-c2ccccc2)cc1	-7	1	-2	-2	-0.7	-12	-2	-8
Cc1cccc(N/C(N)=N/c2nc(C)cc(C)n2)c1	3	-13	-10	4	0.9	16	-4	-7
CC(C)Oc1ccccc1/C=N/NC(=O)C1CCCC1	6	10	-7	2	11	7	-6	7
O=C(NC1CCCC1)C(c1ccncc1)N(C(=O)c1csnn1)c1ccccc1 (stereo unspecified)	-9	-16	-5	-1	-0.5	2	-6	1
COC(=O)c1ccc(CNC(=O)COC(=O)C23CC4CC(CC(C4)C2)C3)cc1	5	-17	-5	-3	1.4	4	-6	-19
CCCc1ccc(C#N)c(SC2CC(=O)N(c3ccc(OC)cc3)C2=O)n1 (stereo unspecified)	-16	-13	5	-4	0.5	-51	11	-1
CCOc1ccccc1C(=O)Nc1nccs1	6	9	-1	0	-0.3	-3	-6	5
OC(c1ccccc1)(c1ccccc1)c1nccn1-c1ccccc1	9	.	.	-3	0.0	21	-6	3
COC(=O)c1c(N2C(=O)CCC2=O)sc2c1CCCC2	6	-12	2	-1	-0.9	-1	-2	-1
Cc1cc(C)n(CCSCC(=O)O)n1	-17	-7	14	1	-0.2	13	-6	0
CC(C)(C)[C@@H]1C=C(C(=O)O)[C@H](c2ccc(Cl)cc2)N1S(=O)(=O)c1ccccc1	-17	-7	1	-1	0.8	10	3	-2
C[C@]12C(=O)N(c3ccc(Br)cc3)C(=O)N1[C@H]1c3ccccc3OC[C@@H]1[C@H]2c1ccccc1	4	6	-4	3	1.4	19	-2	16

Entries shown so far containing a halogen:
SMILES	PfGluPho inh	SENP6 inh	SENP7 inh	GRIN3A LBD mod	MPTP inh	SENP8 inh	HKDC1 inhibitor	ATG4B inhibitor
CC1CCN(C(=O)C2CCC(=O)N(Cc3ccc(Cl)cc3)C2)CC1 (stereo unspecified)	1	-27	3	1	-0.5	9	-3	-4
Cc1ccc(C(F)(F)F)cc1NC(N)=S	-1	5	9	0	1.5	14	-3	3
CCCCCC(=O)N/N=C/c1cc(Br)c(O)c(OC)c1	-9	-1	-1	3	0.3	-158	-3	-4
C=CCNC(=S)NNC(=O)COc1ccc2cc(Br)ccc2c1	7	-7	1	-8	0.1	8	-6	10
O=C(c1cc2nc(-c3ccco3)cc(C(F)(F)F)n2n1)N1CCN(c2ccccn2)CC1	3	2	-1	1	-1.7	-185	-5	-9
CC(C)(C)[C@@H]1C=C(C(=O)O)[C@H](c2ccc(Cl)cc2)N1S(=O)(=O)c1ccccc1	-17	-7	1	-1	0.8	10	3	-2
C[C@]12C(=O)N(c3ccc(Br)cc3)C(=O)N1[C@H]1c3ccccc3OC[C@@H]1[C@H]2c1ccccc1	4	6	-4	3	1.4	19	-2	16

Later entries
SMILES	PfGluPho inh	SENP6 inh	SENP7 inh	GRIN3A LBD mod	MPTP inh	SENP8 inh	HKDC1 inhibitor	ATG4B inhibitor
CC(C)[C@H]1COCCS(=O)(=O)N1Cc1ccccc1F	11	1	4	-1	0.7	5	1	-2
COc1cc(NC(=S)NC(=O)c2ccc(C(C)(C)C)cc2)ccc1NC(=O)c1cccs1	12	-1	1	0	2.1	17	-4	6
COc1cc(/C=C/C(=O)O)cc(S(=O)(=O)Nc2cccc(SC)c2)c1OC	28	-19	-2	-3	-0.9	6	-12	1
N#Cc1ccc(S(=O)(=O)NCCc2ccncc2)cc1	-14	.	.	-1	-0.6	17	2	-3
Cc1sc(NC(=O)CSc2nnc(-c3ccc(F)cc3)o2)c(C#N)c1C	-1	-3	-2	2	2.8	-16	-1	-2
CCOC(=O)CSCC(=O)Nc1nnc(-c2cccc([N+](=O)[O-])c2)s1	-6	4	-4	0	-0.5	6	-2	-13
O=C(O)c1cccc(NC(=O)c2cccc(S(=O)(=O)Nc3cccc([N+](=O)[O-])c3)c2)c1	-22	65*	30	-3	-0.8	5	-4	-1
COc1cccc(Nc2nc(N)c([N+](=O)[O-])c(NCc3ccccc3)n2)c1	20	4	1	2	13	23	2	1
COc1ccc(C(=O)NCC(c2ccco2)N2CCc3ccccc32)cc1OC (stereo unspecified)	8	-1	3	2	-2.4	18	-1	0
COc1ccccc1NC(=O)CSc1nc2ccccc2n1C(C)=O	-5	8	3	0	-1.0	-2	5	-6
Cc1ccc2nc(SCC(=O)N3c4ccccc4CC3C)c(C)cc2c1 (stereo unspecified)	6	6	9	3	-0.9	1	-2	-3
CCn1c(SCC(=O)OC)nnc1-c1c[nH]c2ccccc12	16	-20	-8	1	0.9	24	-8	29
COc1ccc(N(C)S(=O)(=O)c2ccc(Cl)c(C(=O)NCCc3ccc(Cl)cc3)c2)cc1	4	7	6	-3	-1.3	15	3	-10
COc1ccccc1CNC(=O)C1CCN(C(=O)c2sccc2-n2cccc2)CC1	-12	-6	0	-1	-1.8	14	0	8
c1ccc(COc2cccc(CNCc3ccccn3)c2)cc1	-9	-9	-6	3	-1.9	11	-4	11
O=C(O)CSc1nnc(-c2ccncc2)n1CCc1ccccc1	-8	-4	2	2	1.5	12	-1	1
COc1ccccc1CN1CCN(Cc2nc(-c3cccs3)no2)CC1	-13	-5	5	7	1.7	4	13	1
COc1ccc(NC(=O)/C(C#N)=C/c2ccc(Sc3nncn3C)c([N+](=O)[O-])c2)cc1	13	-16	-6	2	-1.4	1	13	4
O=C(NC(=S)Nc1ccc(N2CCCC2)cc1)c1ccccc1[N+](=O)[O-]	-3	-6	-1	5	0.9	38	7	-4
COc1ccc(S(=O)(=O)N(C)CC(=O)N2CCOCC2)cc1Cl	-4	7	9	-1	-1.9	29	-5	-10
O=C(NC1CCCCC1)N1CCCC(c2nc3ccccc3[nH]2)C1 (stereo unspecified)	2	19	11	-2	-0.9	15	13	6
COc1ccccc1OCC(=O)Nc1nnc(C2CCCC2)s1	-13	-15	14	3	-2.0	4	0	-3
CCOC(=O)c1[nH]c(C)c(C(=O)c2ccc(C)cc2)c1C	2	-29	-3	1	-1.1	15	-3	12
Cc1nccc(-c2sc(-c3cccs3)nc2C)n1	8	-38	-2	1	-0.9	-440	1	-11
CC(=O)Nc1sc2c(c1C(c1ccccc1Cl)N1CCN(CCO)CC1)CCCC2 (stereo unspecified)	11	-1	1	-3	-2.8	16	-2	-10

Continuation:
SMILES	PfGluPho inh	SENP6 inh	SENP7 inh	GRIN3A LBD mod	MPTP inh	SENP8 inh	HKDC1 inhibitor	ATG4B inhibitor
O=C(NCCN1CCCC1)c1ccc(CS(=O)(=O)c2c(Cl)cccc2Cl)o1	-7	2	-8	-1	-0.9	3	-4	1
CN(CCNC(=O)C1CCCN(c2ncnc3c2nc2n3CCCCC2)C1)Cc1ccccc1 (stereo unspecified)	-3	-1	5	1	0.1	-1	-8	-2
COc1cccc2[nH]c3c(N4CCC5(CC4)OCCO5)ncnc3c12	-10	-17	-9	-1	1.8	-438	2	-5
Cc1ccc(NC(=O)c2cc3c(s2)CCCC3)cc1	48	11	-2	-4	4.2	5	-1	4
CCOC(=O)N1CCN(S(=O)(=O)N2CCCC(C(=O)NCCCN3CCC(C)CC3)C2)CC1 (stereo unspecified)	-6	-6	18	0	0.3	8	-7	2
CCN1/C(=C(\O)c2ccccc2)C(=O)c2ccccc2S1(=O)=O	-7	-6	3	-2	-4.0	26	8	-4
O=C1CCC(c2ccccc2)N1C(=O)c1cccnc1 (stereo unspecified)	8	4	-9	-1	-1.8	3	-9	3
O=C(CN1C(=O)NC2(CCCC2)C1=O)NC(c1ccccc1)c1ccccc1	7	-6	-2	0	-0.1	11	-7	1
O=C(O)CC(Cc1ccccc1)C(=O)Nc1ccc([N+](=O)[O-])cc1 (stereo unspecified)	3	-11	-9	-4	2.3	20	-7	3
Cc1ccc(N2C(N)=C(C#N)C(c3cccs3)C3=C2CC(C)(C)CC3=O)cc1 (stereo unspecified)	10	6	4	-3	-0.1	-144	1	4
O=C(NCc1ccccc1Cl)c1cnc2n(c1=O)CCS2	8	-5	7	-1	-1.5	2	3	-4
Cc1cc(=O)[nH]c2c(C)cc(S(=O)(=O)NCc3ccccc3)cc12	2	-3	-1	3	-0.8	-9	6	1
Fc1ccccc1OCCn1c(=S)[nH]c2ccccc21	7	12	-1	-4	0.6	5	9	2
Cc1cc([N+](=O)[O-])nn1CC(=O)NCCCn1ccnc1	8	-17	-8	0	0.5	4	4	-5
CCc1ccccc1NC(=O)CN1CCN(C(=O)C(C)NC(=O)c2ccc(Cl)cc2)CC1 (stereo unspecified)	10	2	1	3	-0.1	16	-7	0
NC(=O)c1ccc(NC(=O)COC(=O)c2cc([N+](=O)[O-])ccc2N2CCOCC2)cc1	4	7	-5	3	0.9	12	-10	-8
C=CCc1cccc2cc(C(=O)NCc3ccc(C(=O)OCC)o3)c(=O)oc12	8	4	-4	-2	2.5	-86	4	0
COCc1nnc(NC(=O)C2CC(=O)N(C3CCCCC3)C2)s1 (stereo unspecified)	4	-12	-11	-19	-0.5	-6	-7	-5
CCN1CCN(CCc2nc3cc(NC(=O)COc4ccccc4)ccc3n2C)CC1	13	-6	3	0	-2.8	6	-6	-2
CN1CCCN(C(=O)C2CCC(C(=O)N3CCCN(C)CC3)CC2)CC1 (stereo unspecified)	7	-21	-4	-2	0.3	35	3	-3
Cc1nnc(SCC(=O)Nn2cnnc2)s1	-2	9	1	0	-7.4	18	1	4
CCCCNC(=O)CN(c1cccc(F)c1)S(C)(=O)=O	-20	-4	-2	-2	-1.7	21	0	10
Cc1ccc(C(=O)NC(C)c2nnc(SCC(=O)NC3CCCC3)n2C)cc1 (stereo unspecified)	23	10	0	-3	-0.2	0	-4	5
S=c1[nH]ncn1/N=C/c1ccccn1	3	-2	3	1	0.1	9	-7	-2
c1ccc(NCc2ccccn2)cc1	-6	4	6	3	-2.0	18	-12	0
O=C1NN(c2ccccc2)C(=O)/C1=C\c1ccc2c(c1)OCO2	15	2	-3	4	0.5	22	-1	-3
CCN(CC)C(=O)Nc1ccc(C(=O)OC)cc1	-25	-28	-10	2	0.7	10	4	0
FC(F)(F)c1cc(-c2ccccc2)nc(N2CCCCC2)n1	10	-10	-6	-2	67*	-272	-7	5
COCCOC(=O)C1=C(C)Nc2cc(=O)[nH]c(=O)n2C1c1cccc([N+](=O)[O-])c1 (stereo unspecified)	-1	-11	-8	-13	1.5	14	2	4
O=C(COC(=O)c1cnc(Cl)c(Cl)c1)NCc1ccco1	-7	-19	10	0	4.5	-2	-2	1

Source: PubChem BioAssay (Sanford-Burnham Center for Chemical Genomics)
